High-throughput results from PubChem BioAssay.
KCNQ1 pot: potentiates or activates the human KCNQ1 potassium channel; B-score at 10 µM; CHO-K1 KCNQ1, thallium flux FluxOR fluorescence; stronger effect = higher value; 0.35% of 310,000 active; P51787;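 active = fluorescence ratio B-score, a plate-corrected score, at least three library SD, with initial intensity B-score within 5 SD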
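Assay system: CHO-K1 cells stably expressing KCNQ1. Medium: assay buffer for compound exposure, DMSO matched across wells. Timing: 37 °C overnight plating, 90-min dark dye load, 20-min compound pretreatment. Signal: kinetic FluxOR fluorescence, 10 s baseline plus 110 s post-stimulus.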
KCNQ1 inh: human KCNQ1 channel inhibition | B-score at 10 µM | CHO-K1 KCNQ1, FluxOR thallium flux fluorescence; stronger effect = higher value | 1.3% of 310,000 active;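 active = compounds whose thallium flux B-score, printed positive for inhibition, exceeds three library SD while starting fluorescence stays within three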;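 note: channel opened by potassium depolarization with thallium stimulus after 20 min compound exposure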
RGS4 inh: inhibitors of human RGS4 | HEK293 M3R/RGS4 inducible, Fluo-4 calcium flux; stronger effect = higher value; triggered by carbachol at its EC20 | B-score at 10 µM | 0.45% of 310,000 active | AID 463165;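 active = B-score, a plate-corrected calcium signal, over three deviations above library mean, with baseline fluorescence within five deviations of library mean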;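 note: RGS4 expression induced by doxycycline in cells with stable M3 receptor; B-score is computed from the integrated fluorescence ratio over baseline after carbachol; higher B-score means a larger calcium signal and so more RGS4 inhibition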
Target sequence (P49798 whole entry, looked up): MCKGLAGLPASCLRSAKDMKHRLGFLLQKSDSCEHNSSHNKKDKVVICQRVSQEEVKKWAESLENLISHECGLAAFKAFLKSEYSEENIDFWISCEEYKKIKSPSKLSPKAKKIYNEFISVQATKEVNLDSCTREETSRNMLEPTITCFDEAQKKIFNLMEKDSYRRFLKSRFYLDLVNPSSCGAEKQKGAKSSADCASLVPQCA
RGS4 pot: RGS4 potentiation or activation | HEK293 M3R/inducible RGS4, carbachol calcium flux Fluo4; stronger effect = lower value | B-score at 10 µM | 0.92% of 310,000 active | AID 463111;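 active = B-score of the integrated calcium signal more than 4 SD below the library mean, with starting fluorescence not abnormally high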;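 note: negative B-score means reduced calcium response which marks RGS4 activation or potentiation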
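Also added: carbachol at ECmax as muscarinic agonist stimulus; Assay system: HEK293 cells with stable M3R and inducible RGS4; Timing: overnight RGS4 induction, 30 min dye load 37 °C, 20 min compound RT; Measured by: Fluo4-AM (2 µM) calcium-flux fluorescence, kinetic read.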
KCNK9 block: blocks the human KCNK9 two-pore domain potassium channel. B-score at 10 µM. HEK293 KCNK9, FluxOR thallium flux fluorescence; stronger effect = lower value. 1.2% of 310,000 active. AID 488922;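 active = ratio B-score over 3 SD below the library mean, with starting fluorescence within 5 SD of its mean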;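 note: negative B-score means less thallium flux so channel inhibition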
Target sequence (Q9NPC2 whole entry, looked up, the tested form may be a part): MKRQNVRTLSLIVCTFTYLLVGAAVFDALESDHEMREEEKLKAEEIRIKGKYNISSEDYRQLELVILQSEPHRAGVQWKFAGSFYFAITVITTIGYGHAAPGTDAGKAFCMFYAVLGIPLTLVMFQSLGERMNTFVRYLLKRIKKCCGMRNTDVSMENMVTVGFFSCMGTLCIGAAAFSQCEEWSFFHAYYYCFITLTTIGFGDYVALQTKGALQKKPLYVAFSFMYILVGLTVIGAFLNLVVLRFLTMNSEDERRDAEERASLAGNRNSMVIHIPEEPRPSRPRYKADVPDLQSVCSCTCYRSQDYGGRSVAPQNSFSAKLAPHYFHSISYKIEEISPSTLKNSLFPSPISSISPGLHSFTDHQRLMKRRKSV
TMEM16A inh: inhibitors of mouse TMEM16A calcium-activated chloride channel | normalized B-score (activity score, 25-100; higher = stronger inhibition) at 10 µM | Q8BHY3 | HEK293 TMEM16A/YFP iodide influx fluorescence, ionomycin | 1.2% of 310,000 active;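 active = ratio plate-corrected score three or more library SD toward inhibition, starting fluorescence score within five deviations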;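 note: score derived from kinetic fluorescence span divided by baseline fluorescence per well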
TMEM16A act: activators or potentiators of mouse TMEM16A chloride channel | Q8BHY3 | HEK293 TMEM16A/YFP-H148Q/I152L, iodide quench fluorescence; stronger effect = lower value | B-score at 10 µM | 0.3% of 340,000 active | AID 623877;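 active = fluorescence-ratio B-score plate-corrected deviation score at least 3 library SD below zero, with starting fluorescence score within 5 deviations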;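 note: channel opened by trigger with iodide after compound preincubation; score built on the fluorescence ratio of max minus min over baseline; more negative score means more quench and so TMEM16A activation or potentiation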
HDAC3 inh: human HDAC3 inhibition. O15379. recombinant HDAC3, fluorogenic peptide/trypsin coupled, fluorescence. inhibition, % at 8.3 µM. 0.15% of 320,000 active. AID 2718; in the data active = inhibition above about 26%, passing the limit was not always enough
Target sequence (O15379 whole entry, looked up): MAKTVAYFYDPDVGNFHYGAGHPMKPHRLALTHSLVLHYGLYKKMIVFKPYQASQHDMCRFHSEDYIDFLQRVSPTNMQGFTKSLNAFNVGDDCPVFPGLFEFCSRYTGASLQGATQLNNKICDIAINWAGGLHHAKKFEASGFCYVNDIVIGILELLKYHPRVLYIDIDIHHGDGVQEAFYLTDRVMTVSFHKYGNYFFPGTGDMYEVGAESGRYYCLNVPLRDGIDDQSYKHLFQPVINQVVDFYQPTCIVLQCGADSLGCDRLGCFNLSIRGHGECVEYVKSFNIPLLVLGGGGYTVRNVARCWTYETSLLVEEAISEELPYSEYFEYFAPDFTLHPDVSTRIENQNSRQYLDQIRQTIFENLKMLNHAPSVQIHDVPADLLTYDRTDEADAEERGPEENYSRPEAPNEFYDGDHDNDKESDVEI
SKKanGAS inh: inhibitors of SKKanGAS S. pyogenes growth in kanamycin (SK-promoter or general growth effect); BacTiter-Glo, 6 h; inhibition, % at 7.5 µM; 1.3% of 300,000 active; AID 1662;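 active = mean replicate score, as percent of positive control median, at least 50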;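 note: strain carries kanamycin resistance gene driven by streptokinase promoter and grows in 40 µg/ml kanamycin; loss of luminescence reflects streptokinase promoter inhibition or plain growth inhibition; 0% = median of DMSO wells and 100% = positive control at its reference dose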
KCNK3 inh: human KCNK3 channel inhibition, primary screen. O14649. CHO-KCNK3 thallium flux, FluxOR fluorescence; stronger effect = lower value. B-score at 10 µM. 0.84% of 340,000 active. AID 602410;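 active = B-score under library mean minus 4 SD, starting fluorescence ratio at most library mean plus 5 SD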;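 note: more negative B-score means stronger inhibition of thallium flux through KCNK3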
hERG rescue: compounds protecting human hERG from proarrhythmic drug block | activation (rescue from dofetilide block), less the hit threshold, % at 10 µM | 0.51% of 310,000 active | Q12809 | CHO-hERG, FluxOR thallium flux, dofetilide IC70 present | AID 1511;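 active = activation above the mean of controls blocked by dofetilide plus 5 SD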;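 note: thallium influx through hERG after potassium depolarization seen as dye fluorescence rise; in these data hits start at about 4.7%; inactives centre near -7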
* hit, by the source's call.

How did CN1CCCC1CCNc1ccc2c(=O)c3ccccc3oc2c1 (stereo not drawn) do in these assays?
KCNQ1 pot: inactive; KCNQ1 inh: inactive; RGS4 inh: inactive; RGS4 pot: inactive; KCNK9 block: inactive; TMEM16A inh: inactive; TMEM16A act: inactive; HDAC3 inh: -431; SKKanGAS inh: 3; KCNK3 inh: inactive; hERG rescue: -6

What do the screens show for `COc1ccc(C(=O)NCc2nnc(SCC(=O)N3CCc4ccccc43)n2Cc2ccccc2)cc1`?
KCNQ1 pot: inactive; KCNQ1 inh: inactive; RGS4 inh: inactive; RGS4 pot: inactive; KCNK9 block: inactive; TMEM16A inh: inactive; TMEM16A act: inactive; HDAC3 inh: 6; SKKanGAS inh: 10; KCNK3 inh: inactive; hERG rescue: -1

What do the screens show for `COc1ccc(C(C(=O)NCC2CCCO2)N(C(=O)CNC(=O)c2cccs2)c2ccccc2)cc1OC` (stereo not drawn)?
KCNQ1 pot: inactive; KCNQ1 inh: inactive; RGS4 inh: inactive; RGS4 pot: inactive; KCNK9 block: inactive; TMEM16A inh: inactive; TMEM16A act: inactive; HDAC3 inh: 10; SKKanGAS inh: -9; KCNK3 inh: inactive; hERG rescue: -4

Results for COCCOC(=O)c1c(C)oc2ccc(OC(=O)c3ccc4c(c3)OCO4)cc12 ?
KCNQ1 pot: inactive; KCNQ1 inh: inactive; RGS4 inh: inactive; RGS4 pot: -8.4*; KCNK9 block: inactive; TMEM16A inh: inactive; TMEM16A act: inactive; HDAC3 inh: -13; SKKanGAS inh: 41; KCNK3 inh: inactive; hERG rescue: -14

Results for CCCSc1nc(-n2ncc(C#N)c2N)c2c3c(sc2n1)CCC(C)C3 (stereo not drawn) ?
KCNQ1 pot: inactive; KCNQ1 inh: inactive; RGS4 inh: inactive; RGS4 pot: inactive; KCNK9 block: inactive; TMEM16A inh: inactive; TMEM16A act: inactive; HDAC3 inh: -1; SKKanGAS inh: 26; KCNK3 inh: inactive; hERG rescue: -19

What do the screens show for `COc1cccc(CNC(=O)C(=O)NCC2CCCN2S(=O)(=O)c2cc(C)ccc2C)c1` (stereo not drawn)?
KCNQ1 pot: inactive; KCNQ1 inh: inactive; RGS4 inh: inactive; RGS4 pot: inactive; KCNK9 block: inactive; TMEM16A inh: inactive; TMEM16A act: inactive; HDAC3 inh: -7; SKKanGAS inh: 1; KCNK3 inh: inactive; hERG rescue: -7

Results for Clc1ccc(Cn2cc(Br)cn2)cc1Cl ?
KCNQ1 pot: inactive; KCNQ1 inh: inactive; RGS4 inh: inactive; RGS4 pot: inactive; KCNK9 block: inactive; TMEM16A inh: inactive; TMEM16A act: inactive; SKKanGAS inh: 1; KCNK3 inh: inactive; hERG rescue: 1

What do the screens show for `Oc1ccc(Br)cc1C=Nc1cccn2cc(-c3ccccc3)nc12`?
KCNQ1 pot: inactive; KCNQ1 inh: inactive; RGS4 inh: inactive; RGS4 pot: inactive; KCNK9 block: inactive; TMEM16A inh: inactive; TMEM16A act: inactive; HDAC3 inh: -11; SKKanGAS inh: 14; KCNK3 inh: inactive; hERG rescue: -5

Results for CN1CCN(C(=O)CSc2nc(-c3cccs3)cc(-c3cccs3)c2C#N)CC1 ?
KCNQ1 pot: inactive; KCNQ1 inh: inactive; RGS4 inh: inactive; RGS4 pot: inactive; KCNK9 block: inactive; TMEM16A inh: inactive; TMEM16A act: inactive; HDAC3 inh: -1; SKKanGAS inh: 13; KCNK3 inh: inactive; hERG rescue: -30

Results for Cc1ccnn1CCC(=O)N1CCCC(N2CCN(c3cccc(Cl)c3)CC2)C1 (stereo not drawn) ?
KCNQ1 pot: inactive; KCNQ1 inh: inactive; RGS4 inh: inactive; RGS4 pot: inactive; KCNK9 block: inactive; TMEM16A inh: inactive; TMEM16A act: inactive; HDAC3 inh: -1; SKKanGAS inh: 3; KCNK3 inh: inactive; hERG rescue: -8

Results for Fc1ccc(C2=CC(c3cccs3)n3nnnc3N2)cc1 (stereo not drawn) ?
KCNQ1 pot: inactive; KCNQ1 inh: inactive; RGS4 inh: inactive; RGS4 pot: inactive; KCNK9 block: inactive; TMEM16A inh: inactive; TMEM16A act: inactive; HDAC3 inh: -3; SKKanGAS inh: 1; KCNK3 inh: inactive; hERG rescue: -13

How did N/C(=N\OC(=O)CCCc1ccccc1)c1ccc([N+](=O)[O-])cc1 do in these assays?
KCNQ1 pot: inactive; KCNQ1 inh: inactive; RGS4 inh: inactive; RGS4 pot: inactive; KCNK9 block: inactive; TMEM16A inh: inactive; TMEM16A act: inactive; HDAC3 inh: -2; SKKanGAS inh: -10; KCNK3 inh: inactive; hERG rescue: -4

How did COc1ccc(CN(CC(=O)NCC2CCCO2)C(=O)CCC(=O)Nc2cc(C)ccn2)cc1 (stereo not drawn) do in these assays?
KCNQ1 pot: inactive; KCNQ1 inh: inactive; RGS4 inh: inactive; RGS4 pot: inactive; KCNK9 block: inactive; TMEM16A act: inactive; SKKanGAS inh: -5; KCNK3 inh: inactive; hERG rescue: -12

Results for CCCC(=O)Nc1ccccc1NC(=O)CN(C)S(=O)(=O)c1ccccc1 ?
KCNQ1 pot: inactive; KCNQ1 inh: inactive; RGS4 inh: inactive; RGS4 pot: inactive; KCNK9 block: inactive; TMEM16A inh: inactive; TMEM16A act: inactive; HDAC3 inh: 1; SKKanGAS inh: 1; KCNK3 inh: inactive; hERG rescue: -5

Results for COc1ccc(Cl)cc1N=Cc1c(O)cc(C)oc1=O ?
KCNQ1 pot: inactive; KCNQ1 inh: inactive; RGS4 inh: inactive; RGS4 pot: inactive; KCNK9 block: inactive; TMEM16A inh: inactive; TMEM16A act: inactive; HDAC3 inh: -6; SKKanGAS inh: 5; KCNK3 inh: inactive; hERG rescue: -5

Results for COc1ccccc1NC(=O)N1CCC(NC(=O)C2CCCCC2)CC1 ?
KCNQ1 pot: inactive; KCNQ1 inh: inactive; RGS4 inh: inactive; RGS4 pot: inactive; KCNK9 block: inactive; TMEM16A inh: inactive; TMEM16A act: inactive; HDAC3 inh: -1; SKKanGAS inh: 3; KCNK3 inh: inactive; hERG rescue: -4

How did O=C1CCCC2=C1C(c1cccs1)n1ncnc1N2 (stereo not drawn) do in these assays?
KCNQ1 pot: inactive; KCNQ1 inh: inactive; RGS4 inh: inactive; RGS4 pot: inactive; KCNK9 block: inactive; TMEM16A inh: inactive; TMEM16A act: inactive; HDAC3 inh: 13; SKKanGAS inh: 1; KCNK3 inh: inactive; hERG rescue: -9

Results for O=[N+]([O-])c1cccc(N=NN(CCO)c2cccc([N+](=O)[O-])c2)c1 ?
KCNQ1 pot: inactive; KCNQ1 inh: inactive; RGS4 inh: inactive; RGS4 pot: inactive; KCNK9 block: inactive; TMEM16A inh: inactive; TMEM16A act: inactive; SKKanGAS inh: -3; KCNK3 inh: inactive; hERG rescue: -6

What do the screens show for `O=C(NCc1ccco1)c1cc([N+](=O)[O-])ccc1N1CCCCC1`?
KCNQ1 pot: inactive; KCNQ1 inh: inactive; RGS4 inh: inactive; RGS4 pot: inactive; KCNK9 block: inactive; TMEM16A inh: inactive; TMEM16A act: inactive; HDAC3 inh: 9; SKKanGAS inh: -2; KCNK3 inh: inactive; hERG rescue: -9

Results for COc1ccc2nc(NC(=O)C3=NN(c4ccccc4)C(=O)CC3)sc2c1 ?
KCNQ1 pot: inactive; KCNQ1 inh: inactive; RGS4 inh: inactive; RGS4 pot: inactive; KCNK9 block: inactive; TMEM16A inh: inactive; TMEM16A act: inactive; HDAC3 inh: -3; SKKanGAS inh: 10; KCNK3 inh: inactive; hERG rescue: -4

Results for Cc1ccc(C)c(CN2CCCNC2=O)c1 ?
KCNQ1 pot: inactive; KCNQ1 inh: inactive; RGS4 inh: inactive; RGS4 pot: inactive; KCNK9 block: inactive; TMEM16A inh: inactive; TMEM16A act: inactive; HDAC3 inh: 0; SKKanGAS inh: -5; KCNK3 inh: inactive; hERG rescue: -7

What do the screens show for `COc1cnc(-c2ccccc2)nc1Oc1ccc(Cl)cc1C`?
KCNQ1 pot: inactive; KCNQ1 inh: inactive; RGS4 inh: inactive; RGS4 pot: inactive; KCNK9 block: inactive; TMEM16A inh: inactive; TMEM16A act: inactive; HDAC3 inh: -5; SKKanGAS inh: 1; KCNK3 inh: inactive; hERG rescue: -11

What do the screens show for `COCCCNC(=O)CN(c1cc(Cl)cc(Cl)c1)S(C)(=O)=O`?
KCNQ1 pot: inactive; KCNQ1 inh: inactive; RGS4 inh: inactive; RGS4 pot: inactive; KCNK9 block: inactive; TMEM16A inh: inactive; TMEM16A act: inactive; HDAC3 inh: -4; SKKanGAS inh: -1; KCNK3 inh: inactive; hERG rescue: -13

What do the screens show for `O=C1N(Cc2cccnc2)C[C@@H]2C[C@@H](c3ccccc3C(F)(F)F)N3CCC[C@@]123`?
KCNQ1 pot: inactive; KCNQ1 inh: inactive; RGS4 inh: inactive; RGS4 pot: inactive; KCNK9 block: inactive; TMEM16A inh: inactive; TMEM16A act: inactive; HDAC3 inh: -1; SKKanGAS inh: 11; KCNK3 inh: inactive; hERG rescue: -11

What do the screens show for `O=C(CCN1C(=O)c2ccccc2S1(=O)=O)Nc1nc2c(s1)CCCC2`?
KCNQ1 pot: inactive; KCNQ1 inh: inactive; RGS4 inh: inactive; RGS4 pot: inactive; KCNK9 block: inactive; TMEM16A inh: inactive; TMEM16A act: inactive; HDAC3 inh: 4; SKKanGAS inh: 0; KCNK3 inh: inactive; hERG rescue: -15

What do the screens show for `COc1ccc(NC(=O)CC2C(=O)N(c3cccc(OC)c3)C(=O)N2C2CCCCC2)cc1` (stereo not drawn)?
KCNQ1 pot: inactive; KCNQ1 inh: inactive; RGS4 inh: inactive; RGS4 pot: inactive; KCNK9 block: inactive; TMEM16A inh: inactive; TMEM16A act: inactive; HDAC3 inh: -4; SKKanGAS inh: 1; KCNK3 inh: inactive; hERG rescue: -14

Results for N#Cc1cc(N2CCOCC2)nc2ccccc12 ?
KCNQ1 pot: inactive; KCNQ1 inh: inactive; RGS4 inh: inactive; RGS4 pot: inactive; KCNK9 block: inactive; TMEM16A inh: inactive; TMEM16A act: inactive; HDAC3 inh: -5; SKKanGAS inh: -6; KCNK3 inh: inactive; hERG rescue: -5
